Bioassay records from PubChem BioAssay.
Rab7 wt GTP bind: modulators of GTP binding to Rab7, primary screen, biochemical, wildtype, multiplex bead flow cytometry | Rab7 GTPase wild type (dog), Bodipy-FL-GTP binding | GTP binding activity (percent of control), % at 10 µM | hit rate 0.055% among 190,000 | AID 758, 2007 | GST-Rab7 beads, fluorescent GTP binding; actives lie on both sides; untreated = 100%, excess cold GTP = 0%;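 active = fluorescent GTP binding to Rab7 beads changed by at least 20 points from the 100% baseline, either direction, mostly lower; inconclusive = compound itself probably fluorescent, or too few beads counted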;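 also: median green fluorescence of bound Bodipy-FL-GTP per Rab7 bead population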
Rac1 wt GTP bind: wildtype Rac1 GTP binding modulators, primary screen, biochemical, GST-Rac1 beads, flow cytometry, multiplex. Ras-related C3 botulinum toxin substrate 1 (Homo sapiens), P63000. fluorescent GTP binding; actives lie on both sides; 0 = cold GTP competed, 100 = untreated. GTP binding activity (% of control), % at 10 µM. hit rate 0.27% among 190,000. AID 757, 2007;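 active = GTP binding activity at least 20 points away from the 100% control level, either lower or higher; inconclusive = compound flagged as likely green fluorescent, judged across all proteins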
ABCG2 block: ABCG2 efflux pump inhibitors, primary screen, multiplex with ABCB1, IgMXP3 cells, flow cytometry | Broad substrate specificity ATP-binding cassette transporter ABCG2 (Homo sapiens), Q9UNQ0 | JC-1 efflux | inhibition, % at 6.6 µM | hit rate 0.1% among 190,000 | AID 1325, 2008;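 active = inhibition above 80%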;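 also: 0% = DMSO and 100% = nicardipine control wells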
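Test system: ABCG2 IgMXP3 and barcoded ABCB1 CCRF-Adr cell mix; Schedule: cells with compound and JC-1, 10 min at 25 °C, rotating, no wash; Technique: flow cytometry of retained JC-1 fluorescence; Measure: % inhibition of efflux relative to nicardipine and DMSO; Controls: nicardipine high and DMSO low controls.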
Rac1 mut GTP: GTP binding modulators of activated mutant Rac1, primary screen, biochemical, bead-based flow cytometry, multiplex, fluorescent GTP | AID 764, 2007 | Ras-related C3 botulinum toxin substrate 1 (Homo sapiens), P63000 | percent activity (GTP binding), % at 10 µM | hit rate 0.11% among 190,000 | GST-Rac1 activated beads; actives lie on both sides; 100% means binding = to untreated wells;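 active = GTP binding at least 20 percentage points away from the 100% baseline, in either direction, so actives lie on both sides; inconclusive = Compound likely fluorescent itself, or too few beads counted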
HRas wt GTP bind: modulators of GTP binding to HRas wildtype, primary screen, biochemical, bead-based flow cytometry, multiplex; GTPase HRas (Homo sapiens), P01112; GST-Ras wt beads, Bodipy-FL-GTP binding; actives lie on both sides; GTP binding activity, % at 10 µM; hit rate 0.14% among 190,000;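 active = GTP binding activity at least 20% away from the 100% baseline, either lowered as inhibitor or raised as activator; inconclusive = flagged as likely green fluorescent, judged across all proteins in the well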;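 also: 0% = unlabeled GTP competition control and 100% = no-compound control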
Rab2A wt mod: modulators of GTP binding to Rab2A wildtype, primary screen, biochemical, dog, bead-based flow cytometry, multiplex | hit rate 0.19% among 190,000 | GTP binding activity, % at 10 µM | GST-Rab2 wt beads, Bodipy-GTP binding | AID 760, 2007;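 active = GTP binding activity at least 20 points away from 100%, either lowered or raised; inconclusive = signal likely due to the compound's own green fluorescence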;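 also: 0% = beads with excess unlabeled GTP and 100% = no-compound control corrected for plate trend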
Pf gamet viab: late stage P. falciparum gametocyte viability inhibitors, primary screen, ATP luminescence, HTS; AID 743093, 2013; hit rate 0.065% among 150,000; P. falciparum stage V gametocytes, 24 h; inhibition, % at 10.9 µM;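 active = inhibition above the mean plus 3 SD of compounds within the control limits, set per campaign, cut at about 38% in these data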;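 also: 0% = DMSO wells and 100% = medium only without gametocytes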
Mcl1-Noxa inh: Mcl-1/Noxa binding inhibitors, primary screen, biochemical, TR-FRET, 1536-well | Induced myeloid leukemia cell differentiation protein Mcl-1 (Homo sapiens), Q07820 | hit rate 1.5% among 220,000 | inhibition, % at 21.7 µM | TR-FRET Mcl-1/Noxa peptide binding, 2 h;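 active = compounds that cut the protein-peptide binding signal by more than 50% relative to plate controls in a single-dose test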;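 also: His-tagged Mcl-1 with rhodamine Noxa BH3 peptide and terbium anti-His antibody; 0% = Mcl-1 plus Noxa peptide wells and 100% = peptide-only wells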
ABCB1 block: ABCB1 efflux pump inhibitors, primary screen, cell-based, multiplex, flow cytometry, ABCG2 counter-screen; CCRF-Adr cells, JC-1 efflux; inhibition, % at 6.6 µM; hit rate 0.067% among 190,000; AID 1326, 2008; ATP-dependent translocase ABCB1 (Homo sapiens), P08183; in the data active = inhibition above about 40%;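 also: 0% = vehicle and 100% = reference inhibitor; higher value means more JC-1 retained so stronger ABCB1 efflux block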
Target sequence (P08183 whole entry, looked up): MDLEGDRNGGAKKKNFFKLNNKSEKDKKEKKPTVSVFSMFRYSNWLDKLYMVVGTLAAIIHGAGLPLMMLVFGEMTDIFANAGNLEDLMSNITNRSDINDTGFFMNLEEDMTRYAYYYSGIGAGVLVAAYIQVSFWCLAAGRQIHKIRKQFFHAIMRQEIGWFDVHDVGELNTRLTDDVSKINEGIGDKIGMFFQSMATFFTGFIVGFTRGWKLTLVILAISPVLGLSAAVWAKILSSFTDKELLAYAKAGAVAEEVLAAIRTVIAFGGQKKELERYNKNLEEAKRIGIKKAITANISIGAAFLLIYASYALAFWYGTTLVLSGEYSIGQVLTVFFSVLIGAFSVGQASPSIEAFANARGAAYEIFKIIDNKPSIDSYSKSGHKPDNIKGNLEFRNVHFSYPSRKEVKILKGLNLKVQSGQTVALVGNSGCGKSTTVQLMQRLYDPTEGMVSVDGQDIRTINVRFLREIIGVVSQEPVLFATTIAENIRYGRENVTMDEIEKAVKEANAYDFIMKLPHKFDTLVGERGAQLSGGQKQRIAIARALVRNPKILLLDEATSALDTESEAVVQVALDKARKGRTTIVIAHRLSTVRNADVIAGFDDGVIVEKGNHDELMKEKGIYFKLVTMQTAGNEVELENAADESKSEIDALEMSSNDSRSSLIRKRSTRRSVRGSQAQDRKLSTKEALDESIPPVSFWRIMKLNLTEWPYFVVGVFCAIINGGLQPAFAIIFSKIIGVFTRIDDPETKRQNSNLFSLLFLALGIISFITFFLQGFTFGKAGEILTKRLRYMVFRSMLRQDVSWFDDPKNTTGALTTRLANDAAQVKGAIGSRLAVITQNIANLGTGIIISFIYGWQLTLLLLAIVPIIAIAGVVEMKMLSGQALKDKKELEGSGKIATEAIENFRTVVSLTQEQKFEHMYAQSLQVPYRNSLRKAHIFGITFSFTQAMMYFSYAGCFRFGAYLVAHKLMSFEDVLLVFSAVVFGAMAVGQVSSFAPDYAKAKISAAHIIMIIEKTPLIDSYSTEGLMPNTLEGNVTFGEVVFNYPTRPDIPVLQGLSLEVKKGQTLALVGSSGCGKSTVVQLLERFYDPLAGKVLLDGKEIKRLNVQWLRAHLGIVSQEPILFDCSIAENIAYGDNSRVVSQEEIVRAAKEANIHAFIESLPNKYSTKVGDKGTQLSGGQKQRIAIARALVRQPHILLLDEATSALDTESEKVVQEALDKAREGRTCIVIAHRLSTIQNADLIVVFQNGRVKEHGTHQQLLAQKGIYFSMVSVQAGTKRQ
Avidin fluor: green autofluorescence of compounds with avidin beads – biophysical, 488/530 nm, flow cytometry, artefact control, profiling panel. compound fluorescence 488/530 nm; stronger effect = higher value. fluorescence (KMESF) at 10 µM. hit rate 0.38% among 220,000. AID 1775, 2009; in the data active = fluorescence above about 47; also: inactives centre near 10
Cdc42 wt: modulators of GTP binding to wildtype Cdc42, primary screen, biochemical, multiplex bead flow cytometry, Bodipy-GTP; Cell division control protein 42 homolog (Homo sapiens), P60953; GST-Cdc42 beads; actives lie on both sides; percent activity (GTP binding), % at 10 µM; hit rate 0.2% among 190,000; AID 761, 2007;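 active = percent activity GTP binding at least 20 points away from the 100% baseline, either down as inhibitor or up as activator; inconclusive = compound flagged as likely green fluorescent from well-wide comparison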;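 also: median bead fluorescence of bound Bodipy-FL-GTP at 100 nM; 0% = excess unlabeled GTP control and 100% = no compound control; below 100% means less GTP binding so inhibitor and above means activator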
* = called active by the depositor; ? = inconclusive; nt = not tested or not shown.

SMILES	Rab7 wt GTP bind	Rac1 wt GTP bind	ABCG2 block	Rac1 mut GTP	HRas wt GTP bind	Rab2A wt mod	Pf gamet viab	Mcl1-Noxa inh	ABCB1 block	Avidin fluor	Cdc42 wt
CCC(C)(C)n1nnnc1C(c1ccc(OC)c(OC)c1)N1CCN(c2ccc(F)cc2)CC1 (stereo not given)	98	100	0	96	98	96	8	17	0.4	24	97
COc1ccc(Cc2[nH]n3c(=O)cc(C)nc3c2-c2ccccc2)cc1	91	99	0	92	96	93	14	-30	-0.2	9	90
COC(=O)C1(CCSC)NC(c2ccccc2OC)C2C(=O)N(C)C(=O)C21 (stereo not given)	98	101	2	97	100	100	nt	14	0.5	9	102
COc1cccc(C(=O)NNC(=O)C2CC(C)=C(C)CC2C(=O)O)c1 (stereo not given)	94	101	0	94	100	89	-22	3	0.0	19	98
CCOc1cccc2sc(N(CCCN(C)C)C(=O)c3ccc(S(=O)(=O)N(C)c4ccccc4)cc3)nc12	107	104	2	101	99	106	-26	-4	5.5	15	103
C=CCNC(=S)N1CCN(c2ncc3c(=O)c(C(=O)O)cn(CC)c3n2)CC1	97	95	-5	95	95	96	4	-36	-7.1	8	94
CC(C)(C)OC(=O)CC[C@@H](C(=O)N1CCN(C(=O)OC(C)(C)C)CC1)n1cc(C(Cc2ccc(O)cc2)NC(=O)OC(C)(C)C)nn1 (stereo not given in full)	104	96	4	97	97	98	-26	-6	1.6	5	96
CCCn1c(SCC(=O)NCc2ccc(C)cc2)n[nH]c1=O	96	97	2	96	96	97	-2	-8	-0.1	30	97
Cc1c(O)cc2c(c1O)C(=O)CC(c1ccc(O)cc1)O2 (stereo not given)	95	96	4	94	93	94	nt	86*	0.2	4	94
Cc1nn(Cc2ccccc2Cl)c(C)c1NC(=O)CCCn1nc(C)c([N+](=O)[O-])c1C	97	104	5	101	105	107	nt	2	0.9	14	106
Cc1ccccc1NC(=O)Cn1nc(C(F)(F)F)cc1C1CC1	103	102	1	100	103	102	15	-9	0.2	9	103
COCC(C)n1c(C)cc(C(=O)COc2ccc(S(=O)(=O)N3CCOCC3)cc2Cl)c1C (stereo not given)	99	103	0	99	102	102	nt	-10	0.1	8	103
CCCn1cnc2cc(NCc3cccc(OC)c3)ccc21	104	102	4	98	103	106	27	11	0.5	17	100
COc1cccc(-n2nnc3c(=O)n(Cc4ccc(F)cc4)cnc32)c1	97	98	40	96	97	94	nt	11	0.4	12	95
CCN(CC)c1ccc(/C=C2/C(=O)N(c3ccc([N+](=O)[O-])cc3)N=C2N2CCOCC2)cc1	93	94	19	89	92	92	nt	13	0.6	23	94
CCCOc1ccc(N2C(=O)CC(N(O)c3ccccc3)C2=O)cc1 (stereo not given)	?	?	-1	?	?	?	nt	-1	-0.1	8	?
Cn1c(SCc2nc3ccccc3c(=O)[nH]2)nnc1-c1ccco1	103	100	3	101	101	103	nt	22	0.5	31	100
CCCn1c(=O)[nH]c2ccccc21	96	100	0	95	98	95	nt	36	0.2	7	97
FC(F)(F)c1cccc(Cc2noc(CN3CCCC(OCc4ccccn4)C3)n2)c1 (stereo not given)	103	106	2	102	103	105	-2	12	1.0	10	106
CCOc1ccc(NC(=O)COn2nnc3ccc(S(=O)(=O)N4CCOCC4)cc32)cc1	103	100	-1	94	99	98	15	71*	-0.6	23	95
C#CCOCCOCCOCCNc1nc(N2CCN(C(=O)C(Cc3cc4ccccc4[nH]3)n3cc(C(N)Cc4ccc(O)cc4)nn3)CC2)nc(N2CCN(C(=O)C(Cc3cc4ccccc4[nH]3)n3cc(C(N)Cc4ccc(O)cc4)nn3)CC2)n1 (stereo not given)	98	116	-2	99	98	95	nt	4	-0.8	8	94
CCN(CC)c1ccc(/C=N/N2C(=O)c3ccccc3C2=O)cc1	100	101	10	97	99	99	-1	33	1.3	11	97
CCN(C(=O)CSc1nnc(-c2ccccc2Br)o1)C1CCS(=O)(=O)C1 (stereo not given)	95	97	18	97	95	96	nt	-14	0.3	10	97
O=c1sc2ccccc2c(=O)n1Cc1ccccc1F	93	96	9	93	92	92	-19	1	0.7	10	93

Brought forward from above: 2 compounds, then new ones.
SMILES	Rab7 wt GTP bind	Rac1 wt GTP bind	ABCG2 block	Rac1 mut GTP	HRas wt GTP bind	Rab2A wt mod	Pf gamet viab	Mcl1-Noxa inh	ABCB1 block	Avidin fluor	Cdc42 wt
CCN(C(=O)CSc1nnc(-c2ccccc2Br)o1)C1CCS(=O)(=O)C1 (stereo not given)	95	97	18	97	95	96	nt	-14	0.3	10	97
O=c1sc2ccccc2c(=O)n1Cc1ccccc1F	93	96	9	93	92	92	-19	1	0.7	10	93
O=C1c2ccccc2-c2nnc(-c3ccccc3)cc21	92	89	11	94	93	93	nt	nt	2.1	10	95
CCCNC(=O)COC(=O)c1cc(SC)ccc1Cl	107	108	1	101	105	105	nt	6	0.3	10	105
Cc1ccc(S(=O)(=O)N2CCN(C(=O)c3n[nH]c(=O)c4ccccc34)CC2)cc1	89	97	2	98	96	96	4	15	0.6	10	95
COc1ccc(NC(=O)COC(=O)C23CCC(=O)N2c2ccccc2S3)cc1 (stereo not given)	98	100	0	98	98	96	7	-2	0.1	8	99
CCc1cc(C(=O)Nc2ccccc2)cs1	100	104	1	100	103	101	nt	-2	0.2	7	103
COc1ccc(-c2nnc3sc(COc4ccc(C)cc4)nn23)cc1	?	?	2	?	?	?	7	10	0.1	30	?
CCOC(=O)c1c(NC(=O)CC2SC(N)=NC2=O)sc(C)c1C (stereo not given)	108	102	1	95	96	98	15	15	-0.1	11	95
O=[N+]([O-])c1ccc(/C([O-])=C(/C(=S)Nc2ccccc2F)[n+]2ccccc2)cc1	100	98	7	95	97	97	-4	15	1.9	13	98
O=C(CCCN1C(=O)CCC1=O)Nc1ccccc1F	99	105	1	100	100	100	29	14	0.3	4	101
CCCCCCn1c(=O)[nH]c2nc3cc(N)ccc3nc2c1=O	93	91	2	95	91	91	nt	-123	0.2	9	95
O=C(Nc1ccc2c(c1)OCO2)c1c(F)cccc1F	109	104	4	101	104	106	nt	-3	0.8	16	105
O=C(O)C1C2C=CC(C3CC23)C1C(=O)NCCc1ccccc1 (stereo not given)	100	96	2	99	98	97	nt	0	0.2	37	97

Mcl1-Noxa inh: entries above that show a hit
smiles | Rab7 wt GTP bind | ABCG2 block | HRas wt GTP bind | Rab2A wt mod | Mcl1-Noxa inh | Avidin fluor | Cdc42 wt
Cc1c(O)cc2c(c1O)C(=O)CC(c1ccc(O)cc1)O2 (stereo not given) | 95 | 4 | 93 | 94 | 86* | 4 | 94
CCOc1ccc(NC(=O)COn2nnc3ccc(S(=O)(=O)N4CCOCC4)cc32)cc1 | 103 | -1 | 99 | 98 | 71* | 23 | 95

Compounds from the list above containing a thiophene ring, fused or not, in the order listed:
SMILES	Rab7 wt GTP bind	Rac1 wt GTP bind	ABCG2 block	Rac1 mut GTP	HRas wt GTP bind	Rab2A wt mod	Pf gamet viab	Mcl1-Noxa inh	ABCB1 block	Avidin fluor	Cdc42 wt
CCc1cc(C(=O)Nc2ccccc2)cs1	100	104	1	100	103	101	nt	-2	0.2	7	103
CCOC(=O)c1c(NC(=O)CC2SC(N)=NC2=O)sc(C)c1C (stereo not given)	108	102	1	95	96	98	15	15	-0.1	11	95

Following part
SMILES	Rab7 wt GTP bind	Rac1 wt GTP bind	ABCG2 block	Rac1 mut GTP	HRas wt GTP bind	Rab2A wt mod	Pf gamet viab	Mcl1-Noxa inh	ABCB1 block	Avidin fluor	Cdc42 wt
CC1=C(C(=O)Nc2ccccc2)C(c2ccncc2)C(C#N)=C(SCC(=O)NC(C)C)N1 (stereo not given)	106	113	3	102	103	104	nt	15	0.7	3	106
CCOC(=O)C1CCN(C(c2cc3c(C)ccc(C)c3[nH]c2=O)c2nnnn2C2CCCCC2)CC1 (stereo not given)	101	98	5	97	102	100	-3	-18	8.2	26	99
Cc1ccc(N2CC(C(=O)Nc3cc(C)ccc3F)CC2=O)cc1 (stereo not given)	103	108	7	102	103	102	nt	5	1.8	28	105
CCOc1cc(N2CCOCC2)c(OCC)cc1NC(=O)c1oc2ccccc2c1C	95	96	29	97	93	93	6	29	2.4	12	94
O=C(O)CCCCCN1C(=O)C(=O)/C(=C(/O)c2ccccc2)C1c1ccccc1 (stereo not given)	99	95	0	95	97	96	-5	19	0.0	20	95
CCN(CC)c1ccc(-n2c(O)c(C=C3N=c4ccccc4=N3)sc2=S)cc1	101	100	-7	100	99	100	nt	9	-1.2	17	102
CCC(Oc1cc(Cl)ccc1Cl)C(=O)NN1C(=O)C2C3CCC(C3=C(C)C)C2C1=O (stereo not given)	98	97	1	96	99	99	nt	-4	0.9	9	98
CCCOc1ccc(S(=O)(=O)NCc2ccc(OC)cc2)cc1	97	100	1	95	97	96	7	-3	0.2	5	97
CC(C)(C)OC(=O)N1CCC[C@H]1c1nnc(SCc2c(F)cccc2Cl)o1	100	103	6	102	105	104	6	5	2.0	7	106
CC(C)C1Cc2c(sc(NC(=S)NC(=O)c3ccccc3)c2C#N)CO1 (stereo not given)	102	104	-1	101	100	99	1	18	-0.3	13	101
Cc1cc(NC(=O)c2ccccc2)sc1C	94	91	5	94	92	93	nt	-1	0.2	19	93
COc1ccc(CCNC(=O)C2CCN(S(=O)(=O)c3cnc[nH]3)CC2)cc1OC	99	103	-4	99	100	100	-6	5	-0.4	26	99
COC(=O)c1ccc(OCC(O)CN2CCC(C)CC2)cc1 (stereo not given)	104	102	0	99	101	100	nt	-10	0.1	5	101
